# TbMetRS inhib: blocks T. brucei methionyl-tRNA synthetase activity; purified T. brucei MetRS, ATP depletion, Kinase-Glo luminescence; inhibition, % at 11.9 µM; actives 0.4% (n = 360,000);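 active = inhibition above a per-plate cutoff of the control wells' mean inhibition plus 3 SD, cut at about 5.5% in these data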;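 also: 0% = DMSO wells median and 100% = median of wells with control inhibitor compound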
#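 Material – parasite MetRS enzyme · Medium – HEPES-MgCl2-KCl buffer plus DTT, spermine, BSA, pyrophosphatase · Reagent – ATP, methionine and E. coli bulk tRNA substrates · Times – 15 min enzyme-compound preincubation, 2 h reaction, 10 min detection, 25 °C · Measured by – luminescence of leftover ATP · Evaluation – percent inhibition relative to median high and low control wells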
# MT1-MMP act inh: blocks activation of human MT1-MMP. GFP/RFP ratio change, % at 20 µM. actives 0.061% (n = 360,000). P50281. AID 651647. HT1080 RFP-PRO-GFP cells, GFP/RFP ratio fluorescence, overnight; percent of plate control window, DMSO zero;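 active = GFP/RFP ratio change of at least 30% with cell ATP level not reduced by more than half and red fluorescence within 50% of control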; also: strong numbers were not always called active
#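 Read-out: GFP/RFP fluorescence ratio; Test system: RFP-PRO-GFP reporter HT1080 cells; Compound dosing: single-point 20 µM compound, 1% DMSO; Times: overnight compound exposure at 37 °C.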
# MsrA inhibitor: inhibitors of bovine MsrA. purified bovine MsrA, absorbance read-out. inhibition, % at 15.5 µM. actives 0.75% (n = 360,000). AID 651718; in the data active = inhibition above about 4.5%;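 also: 0% = vehicle wells with enzyme and 100% = reference inhibitor wells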
# MsrA act: activators of bovine methionine sulfoxide reductase A; purified bovine MsrA, absorbance read-out; activation, % at 10.6 µM; actives 0.3% (n = 360,000); AID 602163; in the data active = activation above about 7.5%;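 also: 0% = vehicle and 100% = reference activator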
# SKN-1 block: inhibitors of C. elegans SKN-1. C. elegans VP596 Pgst-4::GFP/RFP ratio, acrylamide-induced, 24 h. inhibition, % at 21.8 µM. actives 0.49% (n = 360,000). AID 624304;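 active = interference check ratio from 0.5 to 1.5 plus GFP to RFP signal ratio inhibition reaching or exceeding a fixed threshold, cut at about 30% in these data, passing the limit was not always enough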; also: some compounds called inactive have numbers as strong as hits
# eLon inh: E. coli protease La inhibition; purified E. coli Lon protease, fluorescence polarization; P0A9M0; actives 0.42% (n = 360,000); inhibition, % at 7.94 µM; in the data active = inhibition above about 13%, passing the limit was not always enough;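 also: 0% = enzyme with probe and DMSO and 100% = no enzyme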
# FAS TE block: blocks the thioesterase domain of human fatty acid synthase; P49327; recombinant FAS-TE, OMFH fluorogenic substrate, fluorescence endpoint; inhibition, % at 15 µM; actives 0.67% (n = 360,000); AID 602261;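 active = compounds whose normalised, plate-corrected inhibition of enzyme fluorescence in the single-dose primary screen is 50% or more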;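 also: 0% = DMSO with enzyme and 100% = substrate without enzyme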
# CendR NRP1 mod: NRP-1/CendR interaction modulation | O14786 | actives 0.85% (n = 360,000) | FAM-RPARPAR peptide binding to NRP-1, fluorescence polarization | inhibition, % at 25 µM;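 active = inhibition or corrected inhibition above about 18%, plus a signal ratio from 0.5 to 1.5, limit read from the data, passing the limit was not always enough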; also: strong numbers were not always called active
# MLLE-PAM2 inh: inhibitors of microRNA-mediated deadenylation, human PABP1 MLLE binding. inhibition, % at 20 µM. P11940. actives 0.36% (n = 360,000). GST-MLLE / FITC-PAM2 fluorescence polarization; in the data active = inhibition above about 35%, passing the limit was not always enough;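 also: plate controls were DMSO wells with GST-MLLE for no effect and wells lacking GST-MLLE protein for full effect; some results filed as inactive read as strong as hits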
# Numbers without * were called inactive; nt = no result given. This is a random part of the collection; 4% or so of the library scored in one or more.
# Screens in order: TbMetRS inhib, MT1-MMP act inh, MsrA inhibitor, MsrA act, SKN-1 block, eLon inh, FAS TE block, CendR NRP1 mod, MLLE-PAM2 inh
- CC(=O)Nc1ccc(S(=O)(=O)NCCSCc2ccco2)cc1
  -0.1, -5.4, -1.0, -2.7, -1.1, -8.5, -5.5, -11.8, 21.3
- COc1ccccc1OCCSc1nc(N)cc(N)n1
  -1.0, -1.4, 1.0, -4.4, -4.4, 3.9, -4.6, -20.2, 6.4
- CCS(=O)(=O)N1CCN(C2Cc3ccccc3C2)CC1
  -0.2, 2.7, 0.1, -3.4, 3.1, -0.5, -7.2, 8.7, -8.1
- O=C(NCCCN1CCCC1=O)C1CCN(S(=O)(=O)c2cccc(Cl)c2Cl)CC1
  -0.4, 0.6, 0.2, -6.8, -20.4, 10.3, -5.0, 4.9, -14.9
- O=C(O)CSCC(=O)Nc1ccc(C2CCCCC2)cc1
  -0.6, -2.5, -0.3, -3.4, 0.8, -11.2, -13.8, -12.1, -8.7
- Cc1cccc(C)c1NC(=O)CSCCO
  -1.2, 1.9, -0.2, -7.2, 6.7, -2.4, -8.7, 5.4, -3.6
- COc1ccc(COc2ccccc2C(=O)NCc2ccccc2)cc1F
  0.2, -3.7, -0.8, -1.5, 10.3, -6.1, 21.9, -6.2, 18.1
- Cc1cc(NC(=O)CSCC(=O)Nc2cc(C(F)(F)F)ccc2N2CCCC2)no1
  -0.3, -1.3, -0.3, -3.7, -6.4, -9.2, -1.9, -15.3, -6.0
- CCc1ccc(C(O)c2ncc(-c3ccccc3Cl)[nH]2)cc1 (stereo not given)
  -0.2, 8.1, -0.9, 0.1, 1.6, -3.5, 7.2, 1.4, -5.3
- Cc1ccc(Cn2nc(C)c3cc(C(=O)OCC(N)=O)sc32)cc1
  -0.6, 4.5, 0.8, -1.0, -13.1, -1.0, 3.1, 12.3, 0.0
- O=C1c2ccccc2C(O)N1Cc1ccccc1 (stereo not given)
  -0.3, 1.0, -0.6, -2.8, -3.0, -9.4, -6.4, -0.3, 0.7
- CC(=O)c1nn(-c2cccc(C)c2)cc1C(=O)c1cccc(Br)c1
  -0.4, 1.1, 0.7, -3.4, 10.9, 11.7, -1.8, -1.9, 7.0
- COc1ccc(C2=Nc3ccccc3NC(=O)C2N(CCCn2ccnc2)C(=O)c2cccc(S(C)(=O)=O)c2)cc1 (stereo not given)
  0.0, 1.9, -0.2, -3.4, -8.0, 0.3, -11.2, 0.0, -7.2
- CSCCC(NC(=O)c1ccccc1)C(=O)OCC(=O)NCc1ccco1 (stereo not given)
  -0.3, -2.4, 1.0, -0.7, 2.3, -5.3, -4.9, 5.5, 3.3
- Cc1ccc(S(C)(=O)=O)cc1C(=O)OCC(=O)N1CCCC1=O
  -0.2, 0.9, 0.0, -3.1, -11.9, -2.1, -4.7, 13.1, -0.6
- CCOC(=O)c1ccc(NC(=O)c2nc[nH]c2C(=O)N(C)CCO)cc1
  -0.4, -1.2, -0.3, 6.6, 12.9, -2.2, -1.8, -5.4, 2.1
- O=c1c2ccccc2nnn1CSc1nnc(-c2cccs2)n1Cc1ccccc1
  -0.4, -1.1, 0.6, -5.3, -10.3, 0.5, -1.2, 2.4, -36.1
- O=C(C[n+]1ccn(CCCNP2(=O)C=C(c3ccccc3)OC(c3ccccc3)=C2)c1)c1cccs1
  -0.7, -0.5, -0.1, -3.7, -5.4, -0.1, -4.7, -9.7, 4.4
- COC(=O)c1ccsc1NC(=O)CN1CCN(c2ccc(F)cc2)CC1
  -0.9, -8.0, -1.0, -2.4, 13.9, -4.0, 23.9, -15.3, 2.9
- COC(=O)CC(=O)CSc1nc(C)cc(C)c1C#N
  0.6, 6.2, 0.3, 1.9, -22.6, 9.5, 5.7, -1.8, 17.2
- COc1ccc(OCC(O)CNC(=O)c2ccc(Br)cc2)cc1 (stereo not given)
  1.0, 5.9, 0.0, -3.3, -13.1, -7.7, -3.3, 5.6, 7.7
- C[C@]12CC[C@H](O)C[C@@H]1CC[C@@H]1[C@@H]2CC[C@@]2(C)[C@H]1CCC(=O)[C@]21CCCO1
  2.1, 1.7, -1.4, -1.2, 12.0, 1.4, -4.9, -6.7, 10.6
- Cc1ccc(C(=O)Nc2cccc(S(=O)(=O)N3CCCCC3)c2)cc1[N+](=O)[O-]
  -0.6, 3.8, 0.1, 0.8, 5.2, 3.0, 52.9*, 20.0, -33.3
- COc1ccc(C(C[N+](=O)[O-])c2c(C)[nH]n(-c3ccccc3)c2=O)cc1 (stereo not given)
  -0.5, 2.5, 1.5, -3.3, -0.9, -0.3, 4.2, -3.0, 23.0
- CCn1c(=O)c(C(=O)Nc2ccc(C)cc2)c(O)c2ccccc21
  -0.7, 5.4, -1.4, 0.9, 3.0, 2.4, 16.7, 6.8, -2.0
- Cc1ccccc1-n1c(SCC(=O)NC2CC2)nc2ccccc2c1=O
  -0.1, 2.9, 0.7, -1.6, -6.8, 2.9, -6.1, -3.9, 20.8
- O=C(COC(=O)c1ccncc1)c1ccc(Br)cc1
  -0.2, -2.1, -0.9, -0.9, 10.5, 3.2, -4.9, 16.5, 4.8
- CCCn1c(N)c(N(CCOC)C(=O)c2ccc(N3CCCC3=O)cc2)c(=O)[nH]c1=O
  -0.2, 1.8, -0.9, 7.9*, 1.1, 2.6, -5.6, -15.8, -23.6
- COc1ccc(CCN2C(=O)CS/C2=N/NC(=O)c2ccccc2F)cc1OC
  -0.5, -0.7, -0.4, -5.1, -17.0, -3.6, -12.2, 5.1, 8.2
- CCCCN1C(=O)C(CC(=O)NCc2cccs2)CC(C(=O)N(CC)CC)=C1C (stereo not given)
  -1.1, 2.5, -0.5, -0.5, -12.6, 1.8, -10.7, -7.3, 5.8

# Shown with bars between the fields: entries from further up.
molecule | TbMetRS inhib | MT1-MMP act inh | MsrA inhibitor | MsrA act | SKN-1 block | eLon inh | FAS TE block | CendR NRP1 mod | MLLE-PAM2 inh
Cc1ccc(C(=O)Nc2cccc(S(=O)(=O)N3CCCCC3)c2)cc1[N+](=O)[O-] | -0.6 | 3.8 | 0.1 | 0.8 | 5.2 | 3.0 | 52.9* | 20.0 | -33.3
COc1ccc(C(C[N+](=O)[O-])c2c(C)[nH]n(-c3ccccc3)c2=O)cc1 (stereo not given) | -0.5 | 2.5 | 1.5 | -3.3 | -0.9 | -0.3 | 4.2 | -3.0 | 23.0

# (cont.)
# Screens in order: TbMetRS inhib, MT1-MMP act inh, MsrA inhibitor, MsrA act, SKN-1 block, eLon inh, FAS TE block, CendR NRP1 mod, MLLE-PAM2 inh
- Clc1ccccc1-c1nnc(-c2cccs2)o1
  -0.5, -4.9, -0.6, -1.8, 25.5, -6.9, 3.6, 4.2, -1.3
- CCNc1cc2n(c(=O)n1)CCc1cc(OC)c(OC)cc1-2
  -1.4, 8.3, 2.1, -14.8, -14.3, -2.1, -4.5, -14.0, 5.3
- Cc1cc(C)c(C(O)c2ncc(-c3ccccc3C)[nH]2)c(C)c1 (stereo not given)
  -0.3, 4.4, 0.6, -0.3, 11.4, 1.1, -0.8, 23.4, -6.4
- CC1Cc2ccccc2N1c1ncnc2c1nnn2Cc1ccccc1Cl (stereo not given)
  -0.8, 1.2, 0.1, -4.5, -2.7, 1.6, 14.6, -0.7, -5.3
- CC(=O)c1ccccc1NC(=O)COC(=O)C1=NN(c2ccccc2)C(=O)CC1
  -0.4, 0.5, 0.3, -3.8, -1.9, -4.3, -4.7, 6.4, 3.4
- CCCc1cc(N2CCCC(C(=O)NCc3ccc4c(c3)OCO4)C2)n2ncnc2n1 (stereo not given)
  -1.5, -2.5, 0.1, -9.9, 2.5, 1.3, -8.0, 1.9, 3.3
- Oc1cccnc1CCc1ccccc1
  -0.5, 2.5, 0.6, -3.6, 3.5, 1.8, -6.3, -3.4, 15.9
- CCc1nc(SCc2cccnc2)c(C#N)cc1C
  -0.1, -5.9, 0.8, -5.0, 8.5, 3.1, 6.7, 10.6, 5.2
- O=C(O)CN=C1NC2(CCCCC2)Cc2ccccc21
  -1.1, -3.7, 0.6, -6.3, -0.7, 6.0, -5.5, -2.3, 0.1
- CCc1nc(SCC(=O)c2c[nH]c3ccccc23)n[nH]1
  1.5, -8.2, 1.0, -3.9, 2.1, -11.7, -3.5, -28.7, -28.7
- CCN1CCN(c2nc(C)nc3c2sc(=S)n3C)CC1
  1.2, -4.4, 2.1, -2.9, -4.3, -0.7, 0.5, 7.9, 18.7
- CN1C[C@@H]2C(c3ccccc3)C3(c4ccccc4)CC2(C3)[C@H]1c1ccccc1 (stereo not given in full)
  -0.2, 0.5, 2.1, 2.1, -5.9, -12.1, 18.8, 13.2, -5.6
- CC(/C=C/c1ccc2c(c1)OCO2)=N/NC(=O)COc1ccc(C)cc1
  0.0, 0.5, -0.7, -4.2, 9.1, 3.1, -5.1, -2.1, 12.2
- COc1cccc(Cn2cnc3c(N)c(C)c(C)cc32)c1
  -1.2, 0.9, 2.1, -10.6, -6.3, 4.7, 1.1, 2.0, -7.3
- COc1ccc(C2NC(C(=O)O)Cc3c2[nH]c2ccccc32)cc1OC (stereo not given)
  -0.1, -12.6, -1.2, -3.6, -0.2, -8.9, -4.0, -2.4, 4.8
- CCOC(=O)c1sc(NC(=O)c2cccs2)cc1C
  -1.0, -0.9, 3.4, 1.2, 5.6, -1.0, 3.0, 14.0, -11.4
- COc1ccc(-c2noc(N3CCCC(C(=O)Nc4ccccc4F)C3)n2)cc1 (stereo not given)
  3.5, -1.6, -1.4, -1.0, -5.5, -2.0, 11.4, -10.2, -4.6
- COc1ccccc1OCC(=O)Nc1sc2c(c1C(=O)NCC1CCCO1)CCC2 (stereo not given)
  -0.9, -0.4, 0.4, -9.7, 2.8, -6.4, 21.8, 4.0, 8.6
- COC(=O)c1cnc(N2CCCN(S(=O)(=O)c3ccc(C(F)(F)F)cc3)CC2)nc1C(F)(F)F
  -0.5, 5.1, -1.2, -2.6, -1.5, 0.5, 22.7, 3.3, 5.9
- CCc1cc2c(=O)n(-c3ccc(C)cc3)cnc2s1
  -0.9, 12.2, -0.2, 4.2, -4.2, 8.7, -13.4, 9.0, 7.8
- COc1ccccc1CC(=O)Nc1ccccc1C(=O)O
  -0.1, -5.1, 0.6, 1.0, 3.5, -0.1, -6.1, -1.7, 10.7
- COc1cc2c(cc1NC(=O)CSc1nnc(Cc3cccs3)n1Cc1ccco1)oc1ccccc12
  -0.7, -6.6, nt, -2.6, -18.0, 7.4, 30.6, -17.5, -15.0
- COCC(=O)Nc1ccc(S(=O)(=O)NCC2CCCO2)cc1 (stereo not given)
  -0.1, -0.1, -0.3, -4.3, 3.4, -0.1, -4.1, 5.0, -4.9
- COc1ccc(NC(=O)CN(C)C(C)C(=O)NC(=O)NC2CCCCC2)cc1 (stereo not given)
  -1.1, -0.2, 0.5, -10.7, 16.5, 4.9, -2.5, 3.9, -8.4
- CCCN1CCC(=NNc2ccc(C(=O)O)cc2)CC1
  -0.7, 5.1, -0.1, -2.1, 4.4, 2.3, -6.3, -14.1, 11.5
- CCOc1ccc(NC(=O)CN(C)C(=O)c2cc(C)nc3ccccc23)cc1OCC
  -0.3, 0.7, -0.1, -13.8, -3.4, 8.5, -6.0, 4.1, -43.8
- CC(C)C[C@H]1CN=C(Nc2ccccc2)N1CC1CCC(C)CC1 (stereo not given in full)
  -0.2, 3.7, nt, -0.7, 19.9, 1.3, -32.1, 15.8, -12.2
- COc1ccc(NC(=O)c2cc(-c3sc(NC(=O)c4ccccc4)nc3C)n(CCO)n2)cc1
  -0.7, -0.8, 2.5, nt, 4.1, nt, nt, -2.3, nt

# From PubChem BioAssay
